Screens: PubChem BioAssay, several laboratories
HePTP inhibitor – blocks human HePTP tyrosine phosphatase; recombinant HePTP phosphatase activity, OD absorbance; inhibition, % at 20 µM; 110,000 compounds, 0.64% hits; AID 521; in the data active means inhibition above about 50%;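 further: plate controls were vehicle for no effect and reference inhibitor for full effect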
Target sequence (P35236 whole entry, looked up): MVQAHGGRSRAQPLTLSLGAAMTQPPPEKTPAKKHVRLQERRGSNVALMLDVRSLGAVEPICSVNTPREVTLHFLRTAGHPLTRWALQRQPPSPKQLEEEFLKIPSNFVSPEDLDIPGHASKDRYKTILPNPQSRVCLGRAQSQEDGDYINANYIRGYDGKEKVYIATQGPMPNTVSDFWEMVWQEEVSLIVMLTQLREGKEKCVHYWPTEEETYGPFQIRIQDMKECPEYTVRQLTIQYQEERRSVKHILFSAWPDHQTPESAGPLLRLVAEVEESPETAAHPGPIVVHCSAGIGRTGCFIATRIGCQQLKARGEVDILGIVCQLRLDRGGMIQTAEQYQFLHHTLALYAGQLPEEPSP
BAP1 inh – blocks human BAP1 ubiquitin-AMC hydrolysis; activity remaining (% of control), % at 20 µM; AID 436; Q92560; 72,000 compounds, 0.48% hits; recombinant BAP1, Ub-AMC hydrolysis fluorescence kinetic; hits give low values;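 active means activity remaining at or below 50% of control, provided the compound also passes the data quality filters; inactive means the rest, including low values that fail the filters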;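 further: 100% = DMSO wells rate and 0% = substrate alone blank rate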
Target sequence (Q92560 whole entry, looked up): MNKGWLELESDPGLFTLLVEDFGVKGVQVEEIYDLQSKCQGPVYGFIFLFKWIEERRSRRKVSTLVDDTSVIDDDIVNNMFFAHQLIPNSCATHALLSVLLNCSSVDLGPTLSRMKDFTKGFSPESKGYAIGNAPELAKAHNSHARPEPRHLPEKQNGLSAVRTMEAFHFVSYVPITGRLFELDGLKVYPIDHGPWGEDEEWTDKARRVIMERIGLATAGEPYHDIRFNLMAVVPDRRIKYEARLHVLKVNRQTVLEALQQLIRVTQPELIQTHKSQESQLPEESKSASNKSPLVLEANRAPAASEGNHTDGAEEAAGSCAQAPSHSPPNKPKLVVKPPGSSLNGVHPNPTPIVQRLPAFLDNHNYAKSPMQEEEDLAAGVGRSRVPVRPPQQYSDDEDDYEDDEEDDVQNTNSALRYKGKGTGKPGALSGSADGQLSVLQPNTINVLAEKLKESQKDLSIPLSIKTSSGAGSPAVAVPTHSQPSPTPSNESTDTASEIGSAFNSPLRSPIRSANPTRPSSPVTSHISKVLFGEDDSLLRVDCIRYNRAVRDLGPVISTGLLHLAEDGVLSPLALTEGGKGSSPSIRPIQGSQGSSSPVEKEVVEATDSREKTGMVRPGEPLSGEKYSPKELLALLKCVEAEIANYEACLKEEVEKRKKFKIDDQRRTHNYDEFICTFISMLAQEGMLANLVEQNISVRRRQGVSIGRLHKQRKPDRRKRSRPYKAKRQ
* hit, by the source's call; i = inactive; nt = no result given. Not a hit list. Share with any hit: about 0.91%.

Below each SMILES: HePTP inhibitor, BAP1 inh
- CCCCS(=O)(=O)NC1=NCN(Cc2ccco2)CN1
 : 3, 90
- COc1cc(-c2nc3n(n2)C(c2ccncc2)C(C(N)=O)=C(C)N3)cc(OC)c1OC (configuration not stated)
 : 7, 101
- O=C1/C(=C\c2ccc3c(c2)OCO3)SC(=S)N1CCc1ccccc1
 : -12, nt
- O=C(Nc1ccccc1C(F)(F)F)C1CC(=O)N(c2ccccc2F)C1 (configuration not stated)
 : 8, 112
- c1ccc(-c2cn3cccnc3n2)cc1
 : -10, nt
- O=C(O)CCCC[C@@H]1CCSS1
 : nt, 84
- Cc1nc2ccc(Nc3nc4cc(S(=O)(=O)N5CCOCC5)ccc4o3)cc2s1
 : 3, 96
- O=C(CSc1nc2ccccc2c(=O)n1Cc1ccco1)c1ccc(F)cc1
 : -13, nt
- C=CCn1c(CSc2nc3ccccc3s2)n[nH]c1=S
 : 9, nt
- Cc1cccc(Cn2c(=O)n(Cc3ccco3)c(=O)c3ccccc32)c1
 : -5, 94

Three entries drawn at random from the list so far, as already listed:
Below each SMILES: HePTP inhibitor, BAP1 inh
- O=C(CSc1nc2ccccc2c(=O)n1Cc1ccco1)c1ccc(F)cc1
 : -13, nt
- Cc1nc2ccc(Nc3nc4cc(S(=O)(=O)N5CCOCC5)ccc4o3)cc2s1
 : 3, 96
- O=C1/C(=C\c2ccc3c(c2)OCO3)SC(=S)N1CCc1ccccc1
 : -12, nt

Following part:
Below each SMILES: HePTP inhibitor, BAP1 inh
- COc1ccc(OC(C)C(=O)N2CCN(c3ccccn3)CC2)cc1 (configuration not stated)
 : 4, 156
- Cc1ccc(C(=O)N2N=C(c3ccccc3)CC2(O)C(F)(F)F)cc1 (configuration not stated)
 : -14, nt
- Cc1cccc(NC(=O)c2cc3cc(Br)ccc3oc2=O)c1
 : 10, nt
- CC(=O)N1C(=O)c2cccc3cccc(c23)C(=O)N1C(C)=O
 : 7, nt
- O=C(Nc1ccccc1)N1CC=C(c2ccccc2)CC1
 : 0, 83
- Cc1cc(/C=C2\C(=O)NC(=S)N(c3ccc(Br)cc3)C2=O)c(C)n1-c1cccnc1
 : 25, nt
- COC(=O)c1cc(CSc2nc3ccc(C)cc3[nH]2)oc1C
 : 1, nt
- O=C(Nc1ccccc1C(=O)Nc1ccc(O)cc1)c1ccccc1
 : 10, nt
- COc1cccc(-c2nc(CS(=O)(=O)CC(=O)NCCC(C)C)c(C)o2)c1
 : 8, 93
- Cc1cc(NCc2cccnc2)nc2ccccc12
 : -5, nt
- Cc1ccc(S(=O)(=O)N2CCN(C(=O)CC3CCCC3)CC2)cc1
 : 9, 108
- CCOC(=O)C1=C(c2ccccc2)N(C)C(=O)NC1c1ccc(OC(F)F)c(OC)c1 (configuration not stated)
 : 3, 90
- COCCNC(=O)C(c1ccccc1)N(CCOC)C(=O)Cn1nnc2ccccc21 (configuration not stated)
 : 4, 97
- CS(=O)(=O)c1ccc2nc(NC(=O)c3cc(-c4ccccc4)nc4ccccc34)sc2c1
 : -3, nt
- CC1CCC/C(=C\Nc2ccc(O)cc2)C1=O (configuration not stated)
 : -3, 50*
- CCOc1cc(/C=c2\sc3n(c2=O)C(c2cccc(OC)c2)C(C(=O)Nc2ccccc2)=C(C)N=3)ccc1O (configuration not stated)
 : 9, nt
- Cc1ccc(OCC(=O)Nc2ccc(F)c([N+](=O)[O-])c2)cc1
 : -5, nt
- Cc1ccc(/C=C2\SC(=S)N(CC(C)C)C2=O)cc1
 : -2, nt
- Cc1ccccc1OCCOc1cccc(/C=N/n2cnnc2)c1
 : -13, nt
- COCCCNC(=O)c1c(N)n(/N=C/c2cccnc2)c2nc3ccccc3nc12
 : 12, 246

Molecules above containing a CF3 group, in the order listed:
Below each SMILES: HePTP inhibitor, BAP1 inh
- O=C(Nc1ccccc1C(F)(F)F)C1CC(=O)N(c2ccccc2F)C1 (configuration not stated)
 : 8, 112
- Cc1ccc(C(=O)N2N=C(c3ccccc3)CC2(O)C(F)(F)F)cc1 (configuration not stated)
 : -14, nt

Carrying on.
Below each SMILES: HePTP inhibitor, BAP1 inh
- NC(=O)c1oc2ccccc2c1NC(=O)c1ccco1
 : 3, 90
- CC1(C)CC(=O)CC(C)(C)N1OC(=O)c1ccccn1
 : 3, 101
- CC[n+]1c(C)c2ccccc2c2ccccc21
 : nt, 279
- C=CCn1cnc2scc(-c3ccccc3)c2c1=O
 : 9, 82
- CCOCCCNS(=O)(=O)c1ccc2c(c1)oc(=O)n2CC(=O)OCC
 : 3, 117
- CCCn1c(SCC(=O)NCCc2ccccc2)nnc1-c1cccnc1
 : 5, 100
- O=C(Nc1nccs1)c1ccc(Br)o1
 : -3, 104
- CC1CCCCC1NC(=O)C1CCN(C(=O)c2sccc2-n2cccc2)CC1 (configuration not stated)
 : 5, 102
- CS(=O)(=O)N(CC(=O)Nc1cccc2ccccc12)c1cccc(Cl)c1
 : 10, nt
- CC(=O)NNC(=O)c1cccc(Cl)c1
 : -2, nt
- Cc1ccc(Cn2c(SCC(C)C)nc3c2c(=O)n(C)c(=O)n3C)cc1
 : 2, 82
- CCN(c1ccccc1)c1nc2nonc2nc1N(C)C
 : -6, nt
- O=C(N1CCCCCC1)N1CCN(C(=O)N2CCOCC2)CC1
 : -1, 100
- O=C1OC(NC(=O)c2ccccc2)C(n2cc(CO)nn2)=C1Cl (configuration not stated)
 : -8, 104
- O=C(O)CSc1nnc(-c2ccc(Cl)cc2Cl)n1-c1ccc(Cl)cc1
 : 4, nt
- O=C(Nc1ccc(N2CCOCC2)cc1)c1ccccc1Cl
 : 6, nt
- O=C(NCCO)C1CCN(S(=O)(=O)c2ccc(F)cc2)CC1
 : -4, 108
- CCCn1c(SCC(=O)NCCc2ccccc2)nnc1-c1ccccn1
 : 6, 99
- O=C(NC(=S)Nc1cc(Cl)ccc1Cl)c1ccco1
 : -6, nt
- Cc1nc2ncnn2c(C)c1CCC(=O)NC(C)CCc1ccco1 (configuration not stated)
 : -1, 89
- Cc1sc2nc(-c3ccc([N+](=O)[O-])cc3)[nH]c(=O)c2c1C
 : 6, nt
- Cc1cc(C)nc(NC(=O)c2ccc(OC(C)C)cc2)n1
 : 12, 74
- CC(C)OCCCNC(=O)c1ccc2c(c1)ncn2C1CCCC1
 : 5, 97
- C=CCc1ccccc1OCCOc1ccc(Cl)cc1/C=C1/SC(=S)N(C)C1=O
 : -1, nt
- O=C(CSc1nnnn1-c1ccc(F)cc1)NC1CCCCC1
 : 7, 102
- COc1ccc(C2C(C(=O)Nc3cccc(C)n3)c3ccccc3C(=O)N2C)cc1 (configuration not stated)
 : 4, nt
- CC(=O)c1ccc(NC(=O)CSC(N)=O)cc1
 : -2, nt
- COc1ccc(-c2nc(CSCC(=O)NCC3CCCO3)c(C)o2)cc1OC (configuration not stated)
 : 9, 90
- COc1ccc(OC)c(NC(=O)C2CCCN(S(=O)(=O)c3c(C)noc3C)C2)c1 (configuration not stated)
 : 6, 94
- Cc1cc(Cl)ccc1OCC(=O)Nc1ccccc1[N+](=O)[O-]
 : -8, nt
- CN(C)c1ccc(/C=N/N=C2/NC(=O)C(Cc3ccc(Cl)cc3)S2)cc1 (configuration not stated)
 : 0, nt
- COc1cc(/C=C2\C(=O)N(C)C(=O)N(c3ccccc3)C2=O)cc(OC)c1O
 : 2, nt
- O=C(CSc1nc2sc3c(c2c(=O)n1-c1ccc(Cl)cc1)CCC3)Nc1ccccc1
 : 9, nt
- CC12C(=O)N(c3ccccn3)C(=O)C1C1C=CC2C1 (configuration not stated)
 : 8, 91
- COc1cc(OC)cc(C(=O)Nc2ccccc2-c2nc3ccccc3[nH]2)c1
 : nt, 158
- CC(C)(C)n1nc2c(c1NC(=O)CCCc1ccccc1)CS(=O)C2 (configuration not stated)
 : -7, 104
- COc1ccc(C2=NC(=Cc3cccc4ccccc34)C(=O)O2)cc1
 : 6, nt
- O=C(O/N=C(/c1ccncc1)c1ccc([N+](=O)[O-])cc1)c1cccc(F)c1
 : -17, nt
- COC(=O)c1ccc(CSc2nc3c(cnn3-c3ccc(C)cc3)c(=O)[nH]2)o1
 : nt, 63
- CCS(=O)(=O)N1CCC(C(=O)NCc2ccco2)CC1
 : -5, 99

Compounds above that have a COOH group, in the order listed:
Below each SMILES: HePTP inhibitor, BAP1 inh
- O=C(O)CCCC[C@@H]1CCSS1
 : nt, 84
- O=C(O)CSc1nnc(-c2ccc(Cl)cc2Cl)n1-c1ccc(Cl)cc1
 : 4, nt

Other compounds follow:
Below each SMILES: HePTP inhibitor, BAP1 inh
- CCN(CC)C(=O)C1=C(C)NC(=O)NC1c1c(F)cccc1Cl (configuration not stated)
 : -4, 62
- CCOC(=O)N1CCN(S(=O)(=O)c2ccc3[nH]c(=O)sc3c2)CC1
 : 1, 90
- Cc1nnc(NC(=O)c2ccc(C(C)(C)C)cc2)s1
 : nt, 79
- CC1CCN(C(C(=O)Nc2ccc3c(c2)OCO3)c2ccccc2)CC1 (configuration not stated)
 : 6, 87
- Cc1nc(-c2ccccc2)nc(N/N=C/c2c(F)c(F)c(F)c(F)c2F)c1C
 : 8, nt
- CN(C)c1ccc(NC(=O)Cn2ncn3c(cc4ccccc43)c2=O)cc1
 : 4, 91
- CCCCOC(=O)Cn1c(=O)oc2ccc(C)cc21
 : -6, 100
- O=C(Nc1nc2ccccc2s1)c1ccc(F)cc1
 : nt, 128
- COc1cc(C(=O)N2CCN(C(=O)c3ccncc3)CC2)cc(OC)c1OC
 : -1, nt
- CCOC(=O)c1ccc2nc(NC(=O)C(C)C)sc2c1
 : 8, 93
- O=S(c1ccsc1)c1ccsc1
 : 0, 103
- CC(C)(C)c1cc(N=NC(=O)c2ccncc2)cc(C(C)(C)C)c1O
 : 6, nt
- OCCNC(Nc1ccc(Cl)cc1)=C(c1ccccc1)c1ccccc1
 : -3, nt
- COc1cccc(C2(O)CCN(C(=O)C3CC3)CC2)c1
 : 5, 106
- CN(C)S(=O)(=O)NCCNc1ccc([N+](=O)[O-])cc1
 : 9, nt
- CCc1nnc(NC(=O)c2cc([N+](=O)[O-])ccc2Cl)s1
 : -15, 319
- CCOC(=O)CSC1=C(C#N)C(c2ccccc2C)C2=C(CCCC2=O)N1 (configuration not stated)
 : -2, 97
- COc1cccc(/C=C2/SC(N)=NC2=O)c1
 : 8, nt
- COc1cc(NS(=O)(=O)c2cc(Cl)ccc2Cl)c(OC)cc1Cl
 : 4, nt
- CC(C)Sc1nnc([C@@H]2CCCN2C(=O)OC(C)(C)C)o1
 : 8, 91
- NNC(=O)/C(=C/c1ccc2c(c1)OCO2)NC(=O)c1ccccc1
 : -12, nt
- O=C(Cn1cnc2c(oc3ccccc32)c1=O)N1CCN(c2ccccc2)CC1
 : 9, 96
- COC(=O)c1sc(NC(=O)CCCOc2ccc(Cl)cc2Cl)c(C(=O)OC)c1C
 : -8, nt
- Cc1ccc2cccc(S(=O)(=O)N3CCN(c4cccc(Cl)c4)CC3)c2n1
 : -3, 59
- CS(=O)(=O)N(Cc1ccccc1)c1ccccc1C(=O)Nc1ccc(Cl)c(C(F)(F)F)c1
 : 1, nt
- COc1cc(OC)c(C2NC(=S)NC(C)=C2C(=O)Nc2ccccc2)cc1OC (configuration not stated)
 : 12, nt
- Cc1nc2ncnn2c(C)c1CCC(=O)O
 : nt, 131
- CN(C)C(=O)COn1c(SCC(=O)N(C)C)nc2ccccc2c1=O
 : 4, 99
- CC(C#N)On1c(SC(C)C#N)nc2ccccc2c1=O (configuration not stated)
 : 9, 72
- CCOc1ccc(/C=C2\SC(=S)N(Cc3ccccc3)C2=O)c(OCC)c1
 : 4, nt
- O=C(Nc1sc2c(c1C(=O)N1CCCCC1)CCCCC2)c1ccncc1
 : 5, nt
- Cc1c(C)c2cc(Cl)c(O)c(CN3CCCCC3)c2oc1=O
 : -3, i
- CSc1nn(CN2CCCCC2)c(=S)s1
 : -24, nt
- O=C1CN(C(=O)COC(=O)C23CC4CC(CC(O)(C4)C2)C3)c2ccccc2N1
 : 10, 102
- CCOC(=O)C(=CNCCCC(=O)O)C(=O)OCC
 : 4, nt
- Cc1nnc(SCC(=O)c2c(N)n(C)c(=O)n(C)c2=O)[nH]c1=O
 : 5, 83
- CCc1ccc(NS(=O)(=O)c2ccc(NC(C)=O)cc2)cc1
 : 8, nt
- CCn1c(SCC(=O)NC2CCCCC2C)nnc1-c1ccc(OC)cc1 (configuration not stated)
 : 6, 109
- O=C(/C=C/c1cccc(N2C(=O)c3ccccc3C2=O)c1)c1cccc(N2C(=O)c3ccccc3C2=O)c1
 : -5, nt
- Nc1ccc(S(=O)(=O)c2ccc(N)cc2)cc1
 : 1, 131
- CCC(=O)Nc1cccc(-c2cn3ccsc3n2)c1
 : 1, 103
- CC(=O)Nc1ccc(S(=O)(=O)NCC(C)NS(=O)(=O)c2ccc(NC(C)=O)cc2)cc1 (configuration not stated)
 : -8, 116
- CS(=O)(=O)N1CCc2cc(C(=O)N3CCCCC3)ccc21
 : 3, 102
- CCOC(=O)c1c(NC(=O)/C=C/c2cccs2)sc2c1CCCC2
 : 6, nt
- CCc1ccc(S(=O)(=O)Nc2ccc(NC(C)=O)cc2)cc1
 : 103*, nt
- CC(C)(C)NC1=CC(=O)OC12CCCCC2
 : 4, 95
- COc1cccc(N2CC(C)Cn3c2nc2c3c(=O)n(CCN3CCOCC3)c(=O)n2C)c1 (configuration not stated)
 : -1, 96
- O=C(C1CCN(S(=O)(=O)c2cccc3nsnc23)CC1)N1CCc2ccccc2C1
 : 7, 99
- CCCCCn1c(=NC(C)=O)c(C#N)cc2c(=O)n3ccccc3nc21
 : 8, 80
- CCc1ccccc1N1C(=O)C2C(c3ccccc3Cl)OC3(C(=O)c4ccccc4C3=O)C2C1=O (configuration not stated)
 : 104*, 64
- O=C1CC(c2ccccc2)CC2=C1C(c1ccccn1)Nc1ccccc1N2 (configuration not stated)
 : 10, 56
